eIF4E 4G PPI – blocks eIF4E binding to eIF4G | TR-FRET eIF4E-eIF4GI(517-606) binding, 2 h | actives 0.37% (n = 220,000) | P63073+Q04637 | inhibition, % at 21.7 µM;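 active = inhibition above about 30%, limit read from the data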;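 note: 0% = full FRET control wells and 100% = background wells lacking eIF4GI fragment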
S1P4 antagonist – blocks the human S1P4 receptor. O95977. S1P4-expressing cells, antagonist mode, reporter read-out. inhibition, % at 4.98 µM. actives 0.26% (n = 220,000). AID 1510; in the data active = inhibition above about 29%;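 note: 0% = wells stimulated with agonist and 100% = vehicle wells without agonist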
NPY-Y1 antag – NPY-Y1 (human) receptor antagonism. HEK293-CNG Y1 cells, membrane potential fluorescence; NPY at EC95, then isoproterenol. inhibition, % at 3.6 µM. AID 1040. actives 1% (n = 200,000). P25929;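 active = inhibition above the campaign mean inhibition of all tested compounds plus 3 SD, cut at about 20% in these data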;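 note: 0% = DMSO wells given NPY plus isoproterenol and 100% = isoproterenol alone without NPY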
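System: HEK293 cells with Y1 receptor plus CNG channel / Probe or stimulus: NPY 25 nM then isoproterenol 1 µM plus Ro 20-1724 25 µM / Compound: one concentration, 3.6 µM, in 0.4% DMSO / Schedule: compound incubation 1 h at room temperature, readout 45 min post-stimulation / Measured by: membrane potential fluorescence / Read-out: % inhibition of NPY effect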
NPY-Y1 PAM-ag – potentiators or agonists of human neuropeptide Y receptor Y1 | AID 1304 | activation, % at 3.6 µM | P25929 | actives 0.37% (n = 220,000) | NPY-Y1 expressing cells, potentiator/agonist activation; in the data active = activation above about 33%, passing the limit was not always enough;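 note: cells stimulated with NPY at EC10 then isoproterenol at EC100; 0% = low agonist plus stimulus and 100% = saturating agonist plus stimulus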
EP2 antag – EP2 receptor (human) inhibition. P43116. C6 glioma cells expressing human EP2, cAMP TR-FRET; cells stimulated with saturating PGE2. inhibition, % at 25 µM. actives 0.52% (n = 260,000);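 active = percent inhibition above 40 after rounding to a whole number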;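 note: rat C6 glioma host cells with rolipram phosphodiesterase inhibitor present; the protocol text gives 20 µM as final concentration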
Target sequence (P43116 whole entry, looked up): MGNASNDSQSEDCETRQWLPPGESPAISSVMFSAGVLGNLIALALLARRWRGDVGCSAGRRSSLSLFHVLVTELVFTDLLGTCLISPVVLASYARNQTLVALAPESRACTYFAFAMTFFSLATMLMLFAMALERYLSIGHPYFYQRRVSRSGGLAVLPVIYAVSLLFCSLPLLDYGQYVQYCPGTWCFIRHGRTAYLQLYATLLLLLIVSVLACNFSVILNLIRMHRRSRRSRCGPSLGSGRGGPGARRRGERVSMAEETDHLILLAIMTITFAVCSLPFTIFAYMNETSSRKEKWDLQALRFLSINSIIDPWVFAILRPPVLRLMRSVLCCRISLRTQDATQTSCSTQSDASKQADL
S1P4 ag – agonists of human S1P4 receptor | O95977 | S1P4-expressing cell line, agonist reporter assay | activation, % at 4.98 µM | actives 0.35% (n = 220,000); in the data active = activation above about 11%;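 note: 0% = DMSO vehicle and 100% = reference agonist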
EP2 modulator – modulators of human EP2 prostaglandin E2 receptor; P43116; actives 0.83% (n = 260,000); EP2-expressing cells, cAMP HTRF FRET, PGE2 co-stimulation; induction, % at 25 µM;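 active = compounds whose cAMP rise, as percent of the full-agonist control response, exceeds 60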;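 note: rat C6 glioma line stably carrying human EP2 under a CMV promoter; the protocol text gives 20 µM as final concentration; 100% = response of wells given 1 µM PGE2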
NPY-Y2 PAM-ag – potentiates or activates human NPY-Y2 receptor | activation, % at 3.6 µM | actives 0.45% (n = 220,000) | P49146 | cells expressing NPY-Y2, potentiator/agonist read-out; in the data active = activation above about 27%;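 note: cells stimulated with NPY near EC25 plus isoproterenol at EC100; 0% = vehicle plus submaximal agonist and 100% = vehicle plus saturating agonist; some results beyond the cut were filed as inactive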
Target sequence (P49146 whole entry, looked up): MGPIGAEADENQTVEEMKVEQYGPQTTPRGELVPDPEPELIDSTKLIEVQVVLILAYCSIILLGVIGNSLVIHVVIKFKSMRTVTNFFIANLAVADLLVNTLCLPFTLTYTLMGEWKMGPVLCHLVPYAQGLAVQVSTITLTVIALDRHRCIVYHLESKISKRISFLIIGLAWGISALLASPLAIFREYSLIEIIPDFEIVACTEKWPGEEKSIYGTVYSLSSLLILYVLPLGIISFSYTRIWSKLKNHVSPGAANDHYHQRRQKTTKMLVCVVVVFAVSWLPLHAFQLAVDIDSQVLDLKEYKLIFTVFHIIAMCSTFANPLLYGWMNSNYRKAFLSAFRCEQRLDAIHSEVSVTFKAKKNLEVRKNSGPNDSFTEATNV
p97 ATPase inh – blocks human p97 ATPase activity; inhibition, % at 8 µM; actives 0.42% (n = 220,000); recombinant p97 ATPase, Kinase-Glo ATP luminescence, 3 h; P55072; in the data active = inhibition above about 15%;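 note: 0% = DMSO vehicle and 100% = wells lacking enzyme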
Active calls of the source: *; nt = no result given; & = joins results of further samples; [ ] = another dose, or the depositor's remark.

SMILES	eIF4E 4G PPI	S1P4 antagonist	NPY-Y1 antag	NPY-Y1 PAM-ag	EP2 antag	S1P4 ag	EP2 modulator	NPY-Y2 PAM-ag	p97 ATPase inh
CC(C)N(C(=O)CSc1nnc(-c2cc3ccccc3cc2O)n1Cc1ccco1)C(C)C	2	-12	11	-27	4	-0.8	-3	-14	0
Cn1cnnc1SCC(=O)NCCc1ccc(Cl)cc1Cl	2	-11	4	1	6	1.4	-28	-8	2
O=C(c1cccn2c(=O)c3cc(Cl)ccc3nc12)N1CCOCC1	nt	-5	2	-14	6	1.4	7	10	5
CN(C)NC(=S)NC1(C)CCS(=O)(=O)C1 (stereo not given)	-2	-1	nt	13	13	2.0	12	10	4
COc1ccc(Cn2c(-c3ccc(OC)cc3)nc3ccccc32)cc1	5	-5	8	-8	nt	0.6	67*	-13	-4
COc1cc(NC(=S)NC(=O)c2ccccc2F)ccc1NC(=O)c1cccs1	-3	-1	8	-22	7	3.4	13	-15	3
Cc1ccc(-n2sc3ccccc3c2=O)cc1S(=O)(=O)N1CCCCC1	32*	1	0	-11	7	0.0	-14	1	5
COc1ccc(/C=N/Nc2cc(C)nc(N3CCOCC3)n2)cc1OC	-1	-9	nt	1	10	0.9	-10	-14	-1
COc1ccc(/C=C2\CC/C(=C\c3ccc(OC)c(OC)c3)C2=O)cc1OC	-3	6	9	-3	13	0.1	35	7	-3
CCOC(=O)c1cc(C#N)c(SCC(=O)OC)[nH]c1=O	7	5	nt	2	8	1.1	21	-20	6
O=S(=O)(c1ccccc1)c1cccc(S(=O)(=O)N2CCCCC2)c1	5	-3	-1	7	6	3.3	39	9	0
COc1cc(/C=N/Nc2ccccc2C(F)(F)F)ccc1O	1	1	2	10	6	-0.5	20	-9	3
CCOC(=O)c1nnn(-c2nonc2NC(C)=O)c1C	1	-9	-2	10	6	-3.9	3	-24	-1
Fc1ccccc1C1CCN(Cc2nc(COc3ccccc3)no2)C1 (stereo not given)	7	7	6	-10	8	0.6	20	-17	-3
CC(=O)OC1c2c(ccc3ccc(=O)oc23)OC(C)(C)C1OC(=O)CC(C)C (stereo not given)	5	-18	7	3	nt	2.4	56	-17	1
CC(=O)Nc1ccc(-n2nnnc2SCC(=O)NCc2cccs2)cc1	0	-6	-1	1	4&5	-2.4	-16&-16	-2	6
CCn1nc(C(=O)N2CCN(Cc3ccc4c(c3)OCO4)CC2)c2ccccc2c1=O	15	2	2	-13	6	2.2	22	15	1
CCOc1ccc(NC(=S)NC(=O)c2ccco2)cc1	-38	-10	nt	0	6	-0.5	-38	2	-1
CCCCn1c(N)c(S(=O)(=O)c2ccc(C)cc2)c2nc3ccccc3nc21	3	7	1	14	7	0.2	37	14	2
COCC(=O)Nc1sc2c(c1C(=O)OC)CCCC2	-3	-13	6	-20	0	-1.7	2	-19	-4

The last 2 records of the part above open the next one:
SMILES	eIF4E 4G PPI	S1P4 antagonist	NPY-Y1 antag	NPY-Y1 PAM-ag	EP2 antag	S1P4 ag	EP2 modulator	NPY-Y2 PAM-ag	p97 ATPase inh
CCCCn1c(N)c(S(=O)(=O)c2ccc(C)cc2)c2nc3ccccc3nc21	3	7	1	14	7	0.2	37	14	2
COCC(=O)Nc1sc2c(c1C(=O)OC)CCCC2	-3	-13	6	-20	0	-1.7	2	-19	-4
COc1cc2c(cc1NC(=O)CCCN1C(=O)CCC1=O)oc1ccccc12	-7	-7	2	1	14	-1.4	-6	10	9
COC(=O)C1=NNC(C(=O)c2ccco2)C1c1ccc(OC)cc1 (stereo not given)	0	-7	2	6	8	2.0	6	-5	8
Cc1ccc(S(=O)(=O)c2nc(S(=O)(=O)c3ccc(C)cc3)c(NCc3ccco3)s2)cc1	1	-2	1	-10	5	-1.0	13	2	7
Cc1ccc(C(=O)N2CCN(c3ccccn3)CC2)cc1	0	-10	-4	-10	15	-1.2	1	-3	-2
CC(C)Oc1ccc(Cn2c(=O)sc3ccccc32)cc1	5	-12	4	-16	9&9	3.1	-4&-12	-8	0
O=C(C1CCN(Cc2cccs2)CC1)N1CCN(Cc2ccc3c(c2)OCO3)CC1	7	1	1	-18	5	-0.2	5	-22	0
O=C(O)COc1ccc(-c2nnn(CC(=O)O)n2)cc1	3	-4	-3	-1	7	0.2	37	15	5
COc1cc(C=O)ccc1OCCOCCOc1ccccc1Cl	9	-2	21*	-7	nt	0.5	3	2	-8
CCOC(=O)/C=C1\SCC(=O)N1CC(=O)NC(c1ccccc1)c1ccccc1	1[fluorescence artefact?]	0	1	-14	7	0.1	21	1	0
O=S(=O)(CCc1ccncc1)C1Cc2cccc3cccc1c23 (stereo not given)	2	7	nt	13	10	0.4	7	-3	3
Cc1nnc(SCC(=O)NCc2ccc(Cl)cc2)[nH]c1=O	0	-10	1	3	12	-1.3	6	-2	6
O=C(CCNS(=O)(=O)c1ccccc1C(F)(F)F)NCc1ccc2c(c1)OCO2	-7	-15	7	-6	7	-1.1	-8	-10	-7
COc1ccc2c(c1)[nH]c1c(=O)n(CCN(C)C)cnc12	0	6	-1	0	12	-1.8	-3	-5	1
CC(C)(C)n1ncc2c(=O)n(CC(=O)NCc3ccc(F)cc3)cnc21	-3	-4	-1	0	9	1.2	18	-1	3
Cc1ccc(N(CC(=O)Nc2ccc(F)c(Cl)c2)S(=O)(=O)c2c(C)noc2C)cc1	-11	11	-4	-7	18	0.6	-3	-7	-4
CCn1c2ccccc2c2cc(NC(=O)CN(C)CC(=O)Nc3ccc(N4CCOCC4)cc3)ccc21	5	5	-2	32	8	1.1	-76	27*	10
COc1ccccc1N(C)S(=O)(=O)c1ccc(C(=O)OCC(=O)N2CCC2)cc1	-2	-5	2	17	9	-0.4	-21	8	4
Cn1nc(C(=O)Nc2nnc(C3CC3)s2)c2ccccc2c1=O	1	3	-2	4	6	0.0	24	8	3
O=C(Nc1ccccc1N1CCCC1)c1ccc(Br)o1	2	22	17	-11	2	0.9	16	2	1
COC(=O)c1ccccc1NC(=O)CC(NCc1ccccc1)C(=O)O (stereo not given)	nt	-10	9	7	15	2.1	nt	6	1
O=C(Nc1cnc2sccn2c1=O)c1ccccc1Cl	0	-6	-2	-5	11	-3.5	16	3	-7
CCOC(=O)CNC(=O)C1CCCN(c2ncccn2)C1 (stereo not given)	0	-6	2	20	6	-1.6	9	1	3
COc1cc2c3nnc(-c4ccc(F)cc4)c-3cn(Cc3ccc(C)cc3)c2cc1OC	1	-4	0	5	10	-1.3	2	-5	-1
COc1ccc(OC)c(CC(NC(C)=O)C(=O)NC2CCN(c3c(Cc4ccccc4)c(C)nc4ncnn34)CC2)c1 (stereo not given)	-1	14	5	-4	10	0.8	22	9	-2
CCC(C(=O)O)N1C(=O)/C(=C/C(C)=C/c2ccccc2)SC1=S (stereo not given)	5	15	nt	-34	10	0.8	25	-8	-10
CCSc1nnc(CCNC(=O)OC(C)(C)C)o1	0	-5	1	-9	12	1.1	9	-6	1
Cc1ccc(-c2nnn(CC(=O)N(Cc3ccc(F)cc3)C(C(=O)NC3CCCC3)c3ccncc3)n2)o1 (stereo not given)	7	-16	3	-2	5	1.3	21	5	1
CCOc1cc(/C=C2/C(=O)ON=C2C)ccc1OCc1ccccc1F	9[fluorescence artefact?]	8	6	3	16	1.0	-25	0	0
O=C(NC1CCCCC1)C1c2ccccc2C(=O)N1Cc1ccc2c(c1)OCO2 (stereo not given)	-4	3	5	-10	2	-0.6	8	-9	-6
CC(C)(C)c1ccc(S(=O)(=O)NCc2ccc(C(=O)N3CCOCC3)cc2)cc1	3	-11	0	6	9	-0.5	47	-9	-3
CCCCCCCCNC(=O)c1cnsn1	5	-4	3	-2	1	1.1	8	-15	-5
COc1ccc(OC)c(NC(=O)c2nnn(Cc3ccc(Br)cc3F)c2N)c1	5	-7	4	-1	5	5.0	-8	0	0
CCN1C(=O)/C(=C\N2CCN(C)CC2)SC1=S	5	14	-4	15	3	-1.1	17	7	-5
CN(C)S(=O)(=O)c1ccc(Cl)c(NC(=O)COC(=O)c2ccc3c(c2)NC(=O)CS3)c1	-1	-12	nt	-20	13	2.7	-36	-45	1
C=CCn1c(SCCC)nc2sc3c(c2c1=O)CCc1ccccc1-3	-13	-10	7	-21	3	0.3	34	-2	-3
CCCCC(NS(=O)(=O)c1ccc(C)cc1)C(=O)Oc1ccc2c3c(c(=O)oc2c1)CCC3 (stereo not given)	-6	-7	3	-12	12	-0.1	12	-2	3
Cc1ccc(C(=O)NCc2ccc(Cl)c(Cl)c2)o1	-2	-1	15	-16	7	-3.9	-19	-13	-9
O=C(Nc1ccc(Br)cc1)c1ccco1	4[fluorescence artefact?]	-10	2	6	16	0.2	5	-1	2
CCn1c(=O)c2cc(C(=O)NCCN3CCOCC3)sc2c2ccccc21	3	-25	-2	-2	nt	-1.1	13	-6	-1
O=C(Nc1nnc(SCC(=O)N2CCCc3ccccc32)s1)c1ccccc1	4	-14	0	4	5	2.4	26	1	-3

Sorted by the number under EP2 modulator (low to high): three from the list above
Molecule,EP2 modulator
CN(C)S(=O)(=O)c1ccc(Cl)c(NC(=O)COC(=O)c2ccc3c(c2)NC(=O)CS3)c1,-36
Cc1ccc(-c2nnn(CC(=O)N(Cc3ccc(F)cc3)C(C(=O)NC3CCCC3)c3ccncc3)n2)o1 (stereo not given),21
CC(C)(C)c1ccc(S(=O)(=O)NCc2ccc(C(=O)N3CCOCC3)cc2)cc1,47

Remaining list, next part.
SMILES	eIF4E 4G PPI	S1P4 antagonist	NPY-Y1 antag	NPY-Y1 PAM-ag	EP2 antag	S1P4 ag	EP2 modulator	NPY-Y2 PAM-ag	p97 ATPase inh
Cc1occc1C(=O)NNC(=O)Nc1ccc(F)cc1F	7	-23	3	-5	5	0.7	8	12	5
O=C(CSc1ncccn1)N1CCN(S(=O)(=O)c2ccccc2)CC1	-10	0	nt	22	6	0.8	23	-6	3
CN(c1cccc(NC(=O)c2ccccc2N(C)S(C)(=O)=O)c1)S(C)(=O)=O	-3	3	-2	-10	7	0.1	5	-10	6
O=C(N/N=C/c1cccc(OC(=O)c2ccco2)c1)c1ccc(F)cc1	0[fluorescence artefact?]	26	2	2	9	1.0	-17	16	1
O=C(CCNC(=O)c1ccc([N+](=O)[O-])cc1)Nc1ccccc1N1CCOCC1	2	-16	2	8	1	3.6	-10	2	5
Cc1ccc(Cn2c(=N)n(CC(O)c3ccco3)c3ccccc32)cc1 (stereo not given)	-4	5	17	-21	7	0.3	-7	-16	-3
CC(C)CNC(=O)c1ccc(Cl)c(NC(=O)COc2ccccc2)c1	3	-9	6	-13	7	0.0	-9	-16	6
Cc1cc(C)cc(NC(=O)N2CCN(S(C)(=O)=O)CC2)c1	-1	-9	0	6	3	-0.2	-19	-1	6
CCC(C)n1c(/C=C/c2ccccc2)nc2ccccc21 (stereo not given)	1[fluorescence artefact?]	-10	1	-20	7	0.9	24	-6	-6
CCOC(=O)c1c(NC(=O)CSc2nnnn2-c2ccc3c(c2)OCCO3)sc(C)c1C	-8	-15	0	0	23	-0.4	-10	7	-3
COc1ccc(C(=O)NC(CC(=O)O)c2cc([N+](=O)[O-])ccc2Cl)cc1 (stereo not given)	3	1	5	20	10	-0.5	36	20	6
C=CCNC(=O)CCNS(=O)(=O)c1ccc(Br)cc1	1	-7	-6	-3	6	0.1	17	-5	-2
COc1ccc(CCC(=O)NCc2cn3ccc(C)cc3n2)cc1	0	-7	0	10	9	1.0	5	-7	4
Cc1nnc(N(C)C(=O)c2ccc3c(c2)OCO3)s1	1	1	2	13	15	1.0	-36	1	6

Source: PubChem BioAssay (several laboratories)

An excerpt; count on the stated rates, not on these rows.
